HepG2 tox: counter-screen for TGF-b inhibitors: cytotoxicity in HepG2 cells; HepG2 CAGA-GFP viability, ATP luminescence, 18 h; Potency, µM (titrated, usually from 46.1 µM), inactives show at the highest dose activity change, negative = cytotoxicity, usual class: cytotoxic; actives 0.76% (n = 410,000); AID 588856; note: potency is the fitted concentration of half-maximal effect; some results filed as inactive show a strong effect at the top dose
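HepG2 CAGA-GFP cells (1000/well, DMEM with 1% FBS) received compound, then TGF-beta at 500 pg/mL final, and were incubated 18 hours at 37 degrees C. Viability was read by CellTiter-Glo luminescence. Media-only wells were set as complete cell-killing and DMSO as no toxicity.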
TGFb inhibitor: TGF-b pathway inhibition. AID 588855. Potency, µM (top dose mostly 46.1 µM), without a hit: at the top dose activity, negative = inhibition, actives largely listed as inhibitors. HepG2 CAGA-GFP TGF-b/SMAD3 reporter, GFP fluorescence, 18 h; TGF-beta stimulated, 500 pg/mL final. actives 1.2% (n = 410,000); note: potency is the fitted concentration of half-maximal effect; % is set by controls: 0 for no effect and ±100 for the full control effect; nearly all actives have a fitted effect of over 65% in size
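TGF-beta reporter screen: HEPG2 CAGA-GFP, 1% FBS, 500 pg/mL TGF-beta final, 18 h; per-cell GFP summed per well; curves fitted and categorized by class.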
ATXN2 expr inh: ATXN2 expression inhibition | actives 0.72% (n = 360,000) | HEK-293 ATXN2-luciferase reporter, luminescence, 24 h | AID 1745845 | Potency, µM (doses to about 57 µM), for inactives: top-dose activity change, negative = inhibition, usual class: inhibitors; note: potency is the fitted concentration of half-maximal effect; % is set by controls: 0 for no effect and ±100 for the full control effect; nearly all actives have a fitted effect of over 55% in size
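ATXN2-luciferase reporter cells (luciferase flanked by upstream and downstream ATXN2 gene portions) were treated 24 h at 37 °C with compounds at up to 57 uM. SteadyGlo luminescence gave expression; GF-AFC fluorescence gave viability.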
EPAC2 agonist: EPAC2 (human) agonism; Q8WZA2; EPAC2 activation, biochemical qHTS; response scale: 100% = 6.5 mM cAMP response; Potency, µM (doses to about 154 µM), inactives show at the top dose activation, actives largely listed as activators; actives 0.079% (n = 360,000); AID 720711; note: potency is the fitted concentration of half-maximal effect; nearly all actives have a fitted effect of over 50% in size
Target sequence (Q8WZA2 whole entry, looked up): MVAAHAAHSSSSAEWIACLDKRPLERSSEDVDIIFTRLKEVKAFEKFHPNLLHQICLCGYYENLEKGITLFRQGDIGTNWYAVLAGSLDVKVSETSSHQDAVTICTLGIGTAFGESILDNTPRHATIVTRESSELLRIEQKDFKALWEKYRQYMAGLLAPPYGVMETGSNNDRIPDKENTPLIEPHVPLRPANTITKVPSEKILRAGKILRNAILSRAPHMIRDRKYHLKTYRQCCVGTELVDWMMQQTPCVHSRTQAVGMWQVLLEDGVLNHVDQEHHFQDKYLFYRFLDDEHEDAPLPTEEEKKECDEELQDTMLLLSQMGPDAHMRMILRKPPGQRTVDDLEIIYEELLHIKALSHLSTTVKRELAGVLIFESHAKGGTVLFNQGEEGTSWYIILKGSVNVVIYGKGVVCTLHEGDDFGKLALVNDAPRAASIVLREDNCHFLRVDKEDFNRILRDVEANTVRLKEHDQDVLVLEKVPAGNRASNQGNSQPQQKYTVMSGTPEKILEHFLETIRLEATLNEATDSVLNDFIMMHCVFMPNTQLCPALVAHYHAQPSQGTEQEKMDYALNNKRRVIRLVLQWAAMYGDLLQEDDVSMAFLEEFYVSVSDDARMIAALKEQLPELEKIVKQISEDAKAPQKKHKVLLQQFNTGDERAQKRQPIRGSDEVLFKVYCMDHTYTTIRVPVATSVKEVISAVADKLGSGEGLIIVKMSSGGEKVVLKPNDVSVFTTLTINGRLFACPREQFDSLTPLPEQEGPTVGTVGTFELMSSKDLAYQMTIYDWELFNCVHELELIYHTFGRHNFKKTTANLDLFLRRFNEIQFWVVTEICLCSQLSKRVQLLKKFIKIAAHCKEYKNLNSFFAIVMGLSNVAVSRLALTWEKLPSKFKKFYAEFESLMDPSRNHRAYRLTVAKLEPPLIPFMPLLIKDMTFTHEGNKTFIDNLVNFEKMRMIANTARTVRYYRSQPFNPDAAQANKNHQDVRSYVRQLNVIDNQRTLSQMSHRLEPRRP
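Setup: EPAC2 100 nM, labeled Rap1B complex 250 nM, free GDP 50 uM. Compound titrations pinned in, brief spin, 5 min room temperature incubation. Kinetic fluorescence read over 30 min, normalized to 6.5 mM cAMP.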
IL2 activator: activators of IL-2; IL-2 activation reporter assay, cell-based qHTS; stimulated with anti-CD3/CD4/CD28 beads; in transgenic mouse T cells; activation, % (series mostly up to about 46 µM); actives 0.065% (n = 360,000); AID 652025; in the data active = activation above about 50%; inconclusive = mostly about 30% to 49%; note: 0% is about no effect
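EGFP and DsRed fluorescence is measured by plate cytometry in unstimulated transgenic mouse T cells exposed to compound for 60 minutes, then stimulated 18 hours at 37 degrees C with anti-CD3/anti-CD4 beads plus anti-CD28.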
S2 tox: cell viability loss in ATXN counter-screen. actives 0.49% (n = 400,000). Potency, µM (series often up to 56.7 µM), hits mostly cytotoxic. S2 cells (HEK-293 line with an ATXN2-luciferase reporter) viability, CellTiter-Fluor protease fluorescence, 24 h; note: potency is the fitted concentration of half-maximal effect; nearly all actives have a fitted effect of over 40% in size
Nrf2 block: inhibitors of Nrf2 signaling. Potency, µM (top dose mostly 46 µM), for inactives: at the top dose activity change, negative = inhibition, actives largely listed as inhibitors. A549 ARE-Fluc reporter, luciferase luminescence, 18-24 h. actives 2.1% (n = 360,000). AID 504444; note: potency is the fitted concentration of half-maximal effect; % is set by controls: 0 for no effect and ±100 for the full control effect; nearly all actives have a fitted effect of over 60% in size
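Cells were seeded and rested 2 h, then exposed to compounds for 18-24 h. CellTiter-Fluor was read first as a viability measure. BugLite was added 15 min before the final luminescent read of ARE-luciferase activity in A549 cells.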
Nrf2 activator: activators of Nrf2 (ARE) signaling; AREc32 ARE-luciferase reporter (MCF7-derived line), luminescence, 24 h; Potency, µM (titrated, usually from 46.1 µM), for inactives: top-dose activation, usual class: activators; actives 0.31% (n = 410,000); AID 624171; note: potency is the fitted concentration of half-maximal effect; % of control where 0% means no effect; nearly all actives have a fitted effect of over 65% in size
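AREc32 cells carrying an ARE-driven firefly luciferase, 1000 cells/well in OPTI-MEM with 5% FBS, dosed after overnight attachment and incubated 24 hr at 37 deg C. Steady-Glo luminescence read after 30 min at RT.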
A549 viability: A549 cytotoxicity, counter-screen for Nrf2 inhibitors; A549 ARE-Fluc cells, CellTiter-Fluor viability, 18-24 h; Potency, µM (titrated, usually from 46 µM), for inactives: top-dose activity change, negative = cytotoxicity, usual class: inhibitors; actives 0.16% (n = 390,000); AID 504648; note: potency is the fitted concentration of half-maximal effect; % is set by controls: 0 for no effect and ±100 for the full control effect
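A549 ARE_Fluc cells in 5% FBS OPTI-MEM were exposed to compounds in concentration-response for 18-24 h at 37 deg C. Viability was read by CellTiter-Fluor fluorescence (Ex 405/Em 525) after 30 min, before the luciferase read.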
Starred values were filed as active, the others as inactive; & = joins results of further samples; [ ] = another dose, or the depositor's remark. Unless noted, calls come from the whole dose curve; as a rule, active = well fitted curve in the direction sought with a large enough effect; inconclusive = small, poorly fitted or top-dose-only effect, or another doubt; inactive = no such curve, though single readings can be large; an effect the other way counts as inactive or inconclusive.

How did N/C(Cc1ccc(Cl)cc1Cl)=N\OC(=O)Cc1cccs1 do in these assays?
HepG2 tox: 13%; TGFb inhibitor: 15%; ATXN2 expr inh: 9%; EPAC2 agonist: 23%; IL2 activator: -1.4; S2 tox: inactive; Nrf2 block: inconclusive; Nrf2 activator: 3.4%; A549 viability: -8%

Results for O=C(NCCCO)C(=O)Nc1ccc2c(c1)N(S(=O)(=O)c1cccs1)CCC2 ?
HepG2 tox: -20%; TGFb inhibitor: 18%; ATXN2 expr inh: 9%; EPAC2 agonist: -4%; IL2 activator: -0.2; S2 tox: inactive; Nrf2 block: -4%; Nrf2 activator: -0.7%; A549 viability: 3%

How did CCN(CC(=O)N1CCN(Cc2ccccc2)CC1)S(=O)(=O)c1ccc(C)cc1 do in these assays?
HepG2 tox: -4%; TGFb inhibitor: -6%; ATXN2 expr inh: 3%; EPAC2 agonist: -1%; IL2 activator: -2.2; S2 tox: inactive; Nrf2 block: -4%; Nrf2 activator: -0.1%; A549 viability: -4%

What do the screens show for `CC(C)[C@@H](C(=O)NCC1CCCO1)N1C(=O)N2CCc3c([nH]c4ccccc34)[C@@]2(C)C1=O` (stereo not given in full)?
HepG2 tox: -18%; TGFb inhibitor: -12%; ATXN2 expr inh: 7%; EPAC2 agonist: 1%; IL2 activator: 1.0; S2 tox: inactive; Nrf2 block: 6%; Nrf2 activator: 0.2%; A549 viability: -2%

How did COc1ccc(OC)c(N(CCN2C(=O)c3ccccc3C2=O)C(=O)C2CCC(=O)C2C)c1 (stereo not given) do in these assays?
HepG2 tox: 0%; TGFb inhibitor: 4%; EPAC2 agonist: 14%; IL2 activator: -2.4; S2 tox: inconclusive; Nrf2 activator: -1.6%

Results for Brc1ccccc1-n1nnc(-c2cccnc2)n1 ?
HepG2 tox: -2%; TGFb inhibitor: 1%; ATXN2 expr inh: 45%[activator]; EPAC2 agonist: 8%; IL2 activator: -2.3; S2 tox: inactive; Nrf2 block: 27%; Nrf2 activator: 14%; A549 viability: -3%

How did COc1cccc(CN(C)S(=O)(=O)c2ccc3c(c2)OCCO3)c1 do in these assays?
HepG2 tox: 0%; TGFb inhibitor: -10%; ATXN2 expr inh: -9%; EPAC2 agonist: 14%; IL2 activator: -5.0; S2 tox: inactive; Nrf2 block: -8%; Nrf2 activator: -0.2%; A549 viability: -1%

Results for O=C(CSCc1ccccc1Br)NC1CC1 ?
HepG2 tox: 5%; TGFb inhibitor: 4%; ATXN2 expr inh: 11%; EPAC2 agonist: 0%; IL2 activator: -0.2; S2 tox: inactive; Nrf2 block: 4%; Nrf2 activator: 0.0%; A549 viability: 7%

How did Cc1ccc(N2C(=O)[C@@H]3C(C(=O)CN4C(=O)c5ccccc5C4=O)=NN[C@@H]3C2=O)c(C)c1 do in these assays?
HepG2 tox: -1%; TGFb inhibitor: -17%; ATXN2 expr inh: 26%; EPAC2 agonist: -2%; IL2 activator: 0.1; S2 tox: inactive; Nrf2 block: 4%; Nrf2 activator: -0.5%; A549 viability: 1%

What do the screens show for `CCc1cc2c3c([nH]c2cc1S(=O)(=O)N1CCC2(CC1)OCCO2)CCCC3=O`?
HepG2 tox: -12%; TGFb inhibitor: -8%; ATXN2 expr inh: -1%; EPAC2 agonist: 12%; IL2 activator: 2.9; S2 tox: inactive; Nrf2 block: inconclusive; Nrf2 activator: -0.4%; A549 viability: -1%

No new results follow: an excerpt of the list.
Results for O=C(CSCc1ccccc1Br)NC1CC1 ?
HepG2 tox: 5%; TGFb inhibitor: 4%; ATXN2 expr inh: 11%; EPAC2 agonist: 0%; IL2 activator: -0.2; S2 tox: inactive; Nrf2 block: 4%; Nrf2 activator: 0.0%; A549 viability: 7%

How did Cc1ccc(N2C(=O)[C@@H]3C(C(=O)CN4C(=O)c5ccccc5C4=O)=NN[C@@H]3C2=O)c(C)c1 do in these assays?
HepG2 tox: -1%; TGFb inhibitor: -17%; ATXN2 expr inh: 26%; EPAC2 agonist: -2%; IL2 activator: 0.1; S2 tox: inactive; Nrf2 block: 4%; Nrf2 activator: -0.5%; A549 viability: 1%

What do the screens show for `CCc1cc2c3c([nH]c2cc1S(=O)(=O)N1CCC2(CC1)OCCO2)CCCC3=O`?
HepG2 tox: -12%; TGFb inhibitor: -8%; ATXN2 expr inh: -1%; EPAC2 agonist: 12%; IL2 activator: 2.9; S2 tox: inactive; Nrf2 block: inconclusive; Nrf2 activator: -0.4%; A549 viability: -1%

(next part)
What do the screens show for `CCOc1cc(C(=O)N2CCCC2)cc(OCC)c1OCC`?
HepG2 tox: 16%; TGFb inhibitor: 1%; ATXN2 expr inh: -5%; EPAC2 agonist: 4%; IL2 activator: -1.4; S2 tox: inactive; Nrf2 block: -14%; Nrf2 activator: -0.5%; A549 viability: -3%

Results for CC(NCc1ccc2c(c1)OCO2)C(=O)N1CCc2ccccc21 (stereo not given) ?
HepG2 tox: -35%; TGFb inhibitor: inconclusive; ATXN2 expr inh: -11%; EPAC2 agonist: 4%; IL2 activator: -0.1; S2 tox: inactive; Nrf2 block: -2%; Nrf2 activator: 0.5%; A549 viability: 17%

Results for O=C(Nc1ccc(N2CCCC2)c(S(=O)(=O)Nc2cccc(C(F)(F)F)c2)c1)c1cccs1 ?
HepG2 tox: 15%; TGFb inhibitor: inconclusive; ATXN2 expr inh: inconclusive; EPAC2 agonist: -14%; IL2 activator: -2.5; S2 tox: inconclusive; Nrf2 block: inconclusive; Nrf2 activator: 0.7%; A549 viability: inconclusive

Results for CC(C)c1nc(Cl)c(C#N)c2c1CSC(C)(C)C2 ?
HepG2 tox: 12%; TGFb inhibitor: 2%; ATXN2 expr inh: 4%[11.3 µM]; EPAC2 agonist: 3%; IL2 activator: -2.9; S2 tox: inactive; Nrf2 block: -6%; Nrf2 activator: 1.6%; A549 viability: 0%

How did CCCCCCCCCC[n+]1cccc(C(=O)N(CC)CC)c1 do in these assays?
HepG2 tox: 3%; TGFb inhibitor: 0%; EPAC2 agonist: 10%; IL2 activator: 0.0; S2 tox: inactive; Nrf2 block: 2%; Nrf2 activator: -2.2%; A549 viability: 15%

How did CCc1nc2oc3ccccc3c(=O)c2c(=O)n1Cc1ccccc1 do in these assays?
HepG2 tox: -19%; TGFb inhibitor: 2%; ATXN2 expr inh: -14%; EPAC2 agonist: 4%; IL2 activator: -1.2; S2 tox: inactive; Nrf2 block: -4%; Nrf2 activator: 0.4%; A549 viability: 1%

Results for O=C1CCN(Cc2ccccc2)CCN1[C@H](CO)c1ccccc1 ?
HepG2 tox: -45%&4%&-38%; TGFb inhibitor: inconclusive; ATXN2 expr inh: -8%; EPAC2 agonist: 10%; IL2 activator: -2.3; S2 tox: inactive; Nrf2 block: 1%; Nrf2 activator: 0.1%; A549 viability: 6%

How did CCOC(=O)CNC(=O)N1CCCC(C(=O)c2cc(C)c(OC)c(C)c2)C1 (stereo not given) do in these assays?
HepG2 tox: 2%; TGFb inhibitor: 13%; ATXN2 expr inh: 0%; EPAC2 agonist: 6%; IL2 activator: -2.1; S2 tox: inactive; Nrf2 block: 16%; Nrf2 activator: -0.1%; A549 viability: 2%

Results for CC(=O)Nc1cccc(/C(C)=N/N2C(C)CCCC2C)c1 (stereo not given) ?
HepG2 tox: 0%; TGFb inhibitor: 0%; EPAC2 agonist: 3%; IL2 activator: -0.3; S2 tox: inactive; Nrf2 block: 6%; Nrf2 activator: 0.3%; A549 viability: 16%

How did Cc1nnsc1C(=O)NNC(=O)c1ccc(C(F)(F)F)cc1 do in these assays?
HepG2 tox: 5%; TGFb inhibitor: inconclusive; ATXN2 expr inh: 3%; EPAC2 agonist: -4%; IL2 activator: 2.7; S2 tox: inactive; Nrf2 block: 9%; Nrf2 activator: 0.5%; A549 viability: -6%

What do the screens show for `CCC1C(=O)C(C)(C)C(=O)OC1c1ccc([N+](=O)[O-])cc1` (stereo not given)?
HepG2 tox: -11%; TGFb inhibitor: -7%; ATXN2 expr inh: -32%; EPAC2 agonist: 3%; IL2 activator: -0.1; S2 tox: inactive; Nrf2 block: -4%; Nrf2 activator: -0.3%; A549 viability: 15%

How did CSc1cccc(CN2CCCC(CNC(=O)c3ccco3)C2)c1 (stereo not given) do in these assays?
HepG2 tox: 3%; TGFb inhibitor: 12%; ATXN2 expr inh: 1%; EPAC2 agonist: -6%; IL2 activator: 0.3; S2 tox: inactive; Nrf2 block: 2%; Nrf2 activator: 0.1%; A549 viability: 0%

How did COc1cc2c(c(OC)c1OC)-c1ccc(OC)c(=O)cc1C(NC(=O)c1ccccc1)CC2 (stereo not given) do in these assays?
HepG2 tox: -16%; TGFb inhibitor: inconclusive; ATXN2 expr inh: 1%; EPAC2 agonist: -6%; IL2 activator: -0.2; S2 tox: inactive; Nrf2 block: inconclusive; Nrf2 activator: 2.1%; A549 viability: -27%

Results for COc1cccc(C(C(=O)NCc2ccccc2)N(C(=O)Cn2nnc3ccccc32)c2cccc(C(C)=O)c2)c1 (stereo not given) ?
HepG2 tox: -5%; TGFb inhibitor: -9%; Nrf2 block: 16%; Nrf2 activator: 12%; A549 viability: -3%

What do the screens show for `O=C1C(=O)N(CCN2CCOCC2)C(c2ccc(Cl)cc2)/C1=C(/O)c1ccc(S(=O)(=O)N2CCOCC2)cc1` (stereo not given)?
HepG2 tox: 13%; TGFb inhibitor: 1%; ATXN2 expr inh: 0%; EPAC2 agonist: -4%; IL2 activator: 4.5; S2 tox: inconclusive; Nrf2 block: -8%; Nrf2 activator: -0.4%; A549 viability: 1%
